# Compound activity (PubChem)
# BoNT F protease – BoNT F light chain protease inhibition. Multiplex microsphere protease cleavage assay, flow cytometry. 0.22% of 360,000 active. inhibition, % at 10 µM; in the data active = inhibition above about 35%, passing the limit was not always enough; inconclusive = no clear call, values can overlap the other calls; note: plate controls were buffer without enzyme for full effect and enzyme alone for no effect
# Mtb UGM inh – Mtb UDP-galactopyranose mutase inhibition. purified UGM, fluorescence polarization probe displacement. inhibition, % at 10 µM. 0.06% of 320,000 active; in the data active = inhibition above about 10%, passing the limit was not always enough; inconclusive = no clear call, values can overlap the other calls
# Target sequence (P9WIQ1 whole entry, looked up): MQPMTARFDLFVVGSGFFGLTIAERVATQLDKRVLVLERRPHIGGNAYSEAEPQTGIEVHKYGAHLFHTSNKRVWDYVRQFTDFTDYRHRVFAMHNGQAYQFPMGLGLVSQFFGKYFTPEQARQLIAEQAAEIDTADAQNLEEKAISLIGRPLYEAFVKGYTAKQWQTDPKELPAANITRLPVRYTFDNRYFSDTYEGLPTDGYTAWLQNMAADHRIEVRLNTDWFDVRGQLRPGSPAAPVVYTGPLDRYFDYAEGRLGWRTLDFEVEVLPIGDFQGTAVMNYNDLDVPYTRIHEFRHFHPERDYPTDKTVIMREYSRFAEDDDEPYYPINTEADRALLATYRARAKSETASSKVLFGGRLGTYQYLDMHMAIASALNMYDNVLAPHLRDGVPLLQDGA
# CCHFV vOTU inh – blocks the CCHF virus ovarian tumor domain protease; CCHFV vOTU protease, Pep-AMC fluorescence; inhibition, % at 11.5 µM; 0.55% of 370,000 active; AID 651958; note: 0% = vehicle wells with enzyme and 100% = no enzyme wells
# BioA inh – blocks M. tuberculosis BioA enzyme activity; purified M. tuberculosis BioA enzyme, plate reader; inhibition, % at 9.99 µM; 0.096% of 360,000 active; in the data active = inhibition above about 40%; inconclusive = no clear call, values can overlap the other calls
# FBA Mtb inh – Mtb fructose-bisphosphate aldolase inhibition; P9WQA3; purified M. tuberculosis FBA, fluorescence read-out; inhibition, % at 1 µM; 2.3% of 360,000 active; AID 588726; in the data active = inhibition above about 27%;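 note: 0% = vehicle and 100% = reference inhibitor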
# Target sequence (P9WQA3 whole entry, looked up): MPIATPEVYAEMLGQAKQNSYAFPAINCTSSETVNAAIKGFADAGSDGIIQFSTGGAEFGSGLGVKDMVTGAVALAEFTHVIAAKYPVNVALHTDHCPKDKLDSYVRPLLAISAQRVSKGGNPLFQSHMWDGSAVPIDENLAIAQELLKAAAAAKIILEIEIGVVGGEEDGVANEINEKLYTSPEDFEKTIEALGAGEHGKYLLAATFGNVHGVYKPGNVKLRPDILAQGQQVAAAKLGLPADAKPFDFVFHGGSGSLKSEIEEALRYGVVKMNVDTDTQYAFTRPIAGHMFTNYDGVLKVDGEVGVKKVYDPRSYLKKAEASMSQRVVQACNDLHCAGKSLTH
# Rv3671c inh – inhibits the M. tuberculosis serine protease Rv3671c; P9WHR9; inhibition, % at 5.96 µM; 0.048% of 320,000 active; in the data active = inhibition above about 38%;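 note: extracellular domain of Rv3671c used as enzyme; 0% = enzyme with DMSO and 100% = no enzyme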
# FadD28 FP inh – M. tuberculosis FadD28 bisubstrate binding inhibition; FadD28 bisubstrate probe binding, fluorescence polarization; inhibition, % at 12.5 µM; 0.22% of 360,000 active; in the data active = inhibition above about 8.5%, passing the limit was not always enough; inconclusive = no clear call, values can overlap the other calls
# GDH-TPI inh – GDH-TPI coupled enzyme inhibition counter-screen; GDH-TPI coupled enzyme counterscreen, NADH absorbance; inhibition, % at 4.8 µM; 1.2% of 360,000 active; AID 588335;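 note: 0% = DMSO wells and 100% = wells lacking the enzyme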
# MazF activator – increases E. coli MazEF RNase cleavage of RNA. P0AE70. FAM/BHQ RNA-DNA oligo cleavage fluorescence, 5 h. activation, % at 20 µM. 0.32% of 350,000 active; in the data active = activation above about 50%
# Target sequence (P0AE70 whole entry, looked up): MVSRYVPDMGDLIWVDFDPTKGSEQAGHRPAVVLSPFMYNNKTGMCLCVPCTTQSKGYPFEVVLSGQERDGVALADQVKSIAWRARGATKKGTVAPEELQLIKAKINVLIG
# DUSP3 inh – blocks human VHR1 dual specificity phosphatase; 0.52% of 290,000 active; recombinant VHR phosphatase, pNPP absorbance; inhibition, % at 13.3 µM; AID 1654; P51452; in the data active = inhibition above about 50%; note: some compounds called inactive have numbers as strong as hits
# Target sequence (P51452 whole entry, looked up): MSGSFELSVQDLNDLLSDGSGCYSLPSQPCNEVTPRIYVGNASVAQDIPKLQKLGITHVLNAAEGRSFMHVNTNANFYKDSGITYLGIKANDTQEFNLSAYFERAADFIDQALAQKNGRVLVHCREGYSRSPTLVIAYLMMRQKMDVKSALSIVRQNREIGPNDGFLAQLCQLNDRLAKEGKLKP
# An asterisk follows results filed as active; ? = inconclusive; . = no result given; & = joins results of further samples. Cut-off read from the data, not from the text of the source, unless noted: active = inhibition above about 30%; inactive = the rest.
SMILES,BoNT F protease,Mtb UGM inh,CCHFV vOTU inh,BioA inh,FBA Mtb inh,Rv3671c inh,FadD28 FP inh,GDH-TPI inh,MazF activator,DUSP3 inh
O=c1[nH]c(=O)n(C2OC(CO)C(O)C2O)cc1Br (stereo not drawn),-5.2,0.6,0.0,-0.7,-4.2,-10.2,-3.2,-11.8,6.7,30.5
O=C(OCc1cn(-c2ccc(Cl)c(Cl)c2)nn1)c1ccccc1,-5.7,2.5,-4.8,-1.7,0.3,-19.5,0.9,12.1,11.9,6.2
CN(C(=O)c1ccc(Oc2ccc([N+](=O)[O-])cc2)cc1)C1CCCCC1,?,-1.0,3.5,-0.3,-1.0,-4.5,0.4,11.5,4.1,1.0
CC[C@H]1C(O)C[C@H]2CCN3C(=O)CCC[C@H]1[C@H]23 (stereo partly drawn),-2.3,.,-0.7,-0.3,-1.6,.,-2.9,-4.5,8.6,.
CCCC(=O)NC(Nc1c(C)n(C)n(-c2ccccc2)c1=O)C(Cl)(Cl)Cl (stereo not drawn),-1.5,-1.1,-4.7,-0.1,-1.2,4.1,-3.1,-2.8,-3.8,18.6
COc1c(C(=O)Nc2ccccc2N2CCOCC2)cc2ccccc2c1Br,5.3,-3.9,-4.9,0.4,-1.5,-27.0,-2.5,-10.3,-0.9,1.2
CC(C)(CO)NC(=O)CCCOc1ccc(Cl)cc1Cl,-3.9,-1.2,-1.3,-0.3,2.8,6.0,-3.5,10.7,3.9,-8.7
COc1cccc(CC(=O)OCC(=O)c2cc(OC)ccc2OC)c1,-3.0,-2.8,11.9,-0.4,-1.6,-16.9,-1.0,10.9,-3.8,.
Cc1cc(C)c(C#N)c(SCC(=O)C2CC2)n1,.,-1.2,14.7,6.7,4.5,6.5,-1.7,8.4,5.2,-4.3
C[C@@H]1CN([C@@H](C)CO)S(=O)(=O)c2ccc(Br)cc2O[C@@H]1CN(C)C(=O)c1ccc(F)cc1,3.2,.,-3.8,7.1&10.8,-0.9,.,-1.7,4.1,2.4,.
CC(C)Nc1nc(NC(C)C)nc(N(C)C#N)n1,6.4,-0.8,-0.2,0.4,-1.1,0.5,-1.8,2.5,4.2,4.9
Cc1ccc(C(=O)COC(=O)c2ccccc2NC(=O)c2ccccc2)cc1[N+](=O)[O-],0.4,-1.0,8.2,-0.9,-2.3,-26.1,-4.1,-2.3,-4.0,-7.9
Cc1ccc2oc(=O)n(CC(=O)OC(C)C)c2c1,3.1,2.0,-2.6,0.2,2.4,-2.9,-2.3,0.6,10.1,31.5
Oc1cc2c(cc1CN1CCN(c3ccccc3)CC1)OCO2,-6.2,0.1,11.9,-3.7,-0.7,8.2,-0.8,-4.5,-4.1,6.7
O=c1c2cccnc2nc2n1CCCCC2,-3.8,1.3,-3.1,.,1.4,7.8,-0.9,-2.5,8.5,9.3
CC1(C)O[C@@H]2C[C@H]3[C@@H]4C[C@H](F)C5=CC(=O)C=C[C@]5(C)[C@H]4[C@@H](O)C[C@]3(C)[C@]2(C(=O)CO)O1,-0.7,1.9,2.1,0.6,4.6,2.7,-1.3,2.4,8.7,.
COc1ccccc1NC(=O)CSc1nnc(CNC(=O)c2ccccc2F)o1,-5.2,0.8,8.6,0.7,-0.1,-5.9,-0.3,10.3,-8.1,18.2
CCOC(=O)Cc1ccc(NCc2ccc(Cl)cc2)cc1,-3.3,0.2,15.6,.,2.7,5.6,-2.0,2.8,17.3,7.2
COc1cccc(N2CC(O)Cn3c2nc2c3c(=O)n(CCCc3ccccc3)c(=O)n2C)c1 (stereo not drawn),-12.3,-2.6,-0.4,-3.7,4.3,2.9,-1.4,3.7,-2.0,-4.0
CCOC(=O)CN1CC23C=CC(O2)C(C(=O)Nc2ccc4c(c2)OCO4)C3C1=O (stereo not drawn),0.5,-3.1,0.3,1.6,3.2,-1.4,-2.0,-1.4,-3.5,20.9
CN(Cc1ccccn1)C(=O)c1cc(COc2ccc(F)cc2Cl)on1,-1.4,.,6.6,0.4,2.6,.,-4.8,-5.3,3.2,.
CSc1ccc(NC(=O)N2CCN(c3nc4ccccc4s3)CC2)cc1,-9.6,-0.4,4.8,-2.8,-0.3,2.5,-5.0,-1.8,2.5,63.1
O=C(NCC(O)CN1CCOCC1)c1ccc([N+](=O)[O-])cc1 (stereo not drawn),0.6,0.9,-3.1,.,-0.2,-3.0,0.5,1.2,-0.8,23.4
Clc1ccccc1COc1ccccc1-c1nnco1,-27.8,3.0,6.0,3.0,-3.8,0.4,-3.7,11.4,-1.0,7.6

# 4 entries from above, field by field:
> Oc1cc2c(cc1CN1CCN(c3ccccc3)CC1)OCO2
- BoNT F protease: -6.2
- Mtb UGM inh: 0.1
- CCHFV vOTU inh: 11.9
- BioA inh: -3.7
- FBA Mtb inh: -0.7
- Rv3671c inh: 8.2
- FadD28 FP inh: -0.8
- GDH-TPI inh: -4.5
- MazF activator: -4.1
- DUSP3 inh: 6.7

> Cc1ccc2oc(=O)n(CC(=O)OC(C)C)c2c1
- BoNT F protease: 3.1
- Mtb UGM inh: 2.0
- CCHFV vOTU inh: -2.6
- BioA inh: 0.2
- FBA Mtb inh: 2.4
- Rv3671c inh: -2.9
- FadD28 FP inh: -2.3
- GDH-TPI inh: 0.6
- MazF activator: 10.1
- DUSP3 inh: 31.5

> O=c1c2cccnc2nc2n1CCCCC2
- BoNT F protease: -3.8
- Mtb UGM inh: 1.3
- CCHFV vOTU inh: -3.1
- BioA inh: .
- FBA Mtb inh: 1.4
- Rv3671c inh: 7.8
- FadD28 FP inh: -0.9
- GDH-TPI inh: -2.5
- MazF activator: 8.5
- DUSP3 inh: 9.3

> Clc1ccccc1COc1ccccc1-c1nnco1
- BoNT F protease: -27.8
- Mtb UGM inh: 3.0
- CCHFV vOTU inh: 6.0
- BioA inh: 3.0
- FBA Mtb inh: -3.8
- Rv3671c inh: 0.4
- FadD28 FP inh: -3.7
- GDH-TPI inh: 11.4
- MazF activator: -1.0
- DUSP3 inh: 7.6

# Next part
SMILES,BoNT F protease,Mtb UGM inh,CCHFV vOTU inh,BioA inh,FBA Mtb inh,Rv3671c inh,FadD28 FP inh,GDH-TPI inh,MazF activator,DUSP3 inh
O=C(CN1CCN(c2ccccc2O)CC1)NNC(=O)c1ccc(Cl)cc1,-15.2,1.8,0.4,.,0.3,-1.4,-1.4,4.0,-4.4,4.4
Cc1ccc(NC(=O)c2cc(S(=O)(=O)N3CCc4ccccc43)cn2C)cc1C,-6.6,-0.1,19.9,-2.0,-0.1,-31.4,-1.8,1.4,-9.2,13.4
COc1ccccc1NC(=O)CN(c1ccc(C)cc1)S(=O)(=O)c1c(C)n[nH]c1C,-11.6,-2.3,1.0,1.7,-3.5,2.1,-11.5,-1.5,-10.3,18.6
N#CCCNC(=O)CCN1CCCCC1,3.0,0.1,4.0,.,4.3,1.0,0.1,9.5,4.8,31.8
CCCCOc1ccc(C(=O)N/C(=C\c2ccc([N+](=O)[O-])cc2)C(=O)OCc2ccco2)cc1,-0.6,1.7,-4.5,.,-2.4,-19.2,-0.6,13.0,-25.2,-7.9
CC1(C(=O)NS(=O)(=O)c2ccccc2)CCN1C(=O)CC(c1ccccc1)c1ccccc1 (stereo not drawn),3.3,.,7.5,-0.2,-1.4,.,-4.0,4.0,.,.
Cc1ccc2oc(C(=O)N3CCCCCC3)c(C)c2c1,-11.7,-2.4,-1.0,1.5,0.9,-8.9,?,-3.1,3.0,2.3
CC1CN(c2cc([N+](=O)[O-])ccc2Cl)CC(C)N1 (stereo not drawn),-0.8,1.4,-2.8,.,0.1,0.0,-3.9,-5.2,-0.8,25.6
CCOc1ccc(CCNC(=O)Cc2ccc(S(=O)(=O)N3CCOCC3)s2)cc1OCC,6.4,0.8,5.7,-0.2,0.0,4.1,-3.4,-4.9,-0.7,.
Cc1cc(N2CCC(C(N)=O)CC2)nc(-c2ccccc2)n1,3.0,2.5,3.8,-1.3,0.1,4.2,-2.1,6.8,8.4,18.6
O=C(N1CCOCC1)C(F)(F)C(=O)N1CCOCC1,-9.5,3.4,-7.3,-2.1,7.4,-13.8,-0.5,1.2,6.1,18.9
COCC1CCCN(C(=O)c2cc(COc3cncc(Cl)c3)on2)C1 (stereo not drawn),-7.7,-2.4,5.2,-0.3,1.5,-5.1,-0.1,7.8,-9.9,-20.1
COc1ccc(CNC(=O)COC(=O)C2=Cc3ccccc3OC2)cc1,1.6,.,23.3,1.3,2.3,.,-0.3,11.8,-0.5,.
CC(C)OC(=O)Cc1ccccc1,-5.6,-1.1,-0.1,1.9,2.8,2.4,-1.4,-0.7,9.1,.
COc1ccc(NC(=O)c2ccco2)cc1NC(=O)COc1ccccc1[N+](=O)[O-],?,1.1,-1.5,-1.2,-2.2,4.3,-2.1,-1.5,-4.9,17.9
O=C1CCN(CCc2ccccc2)CCN1[C@H](CSc1ccccc1)c1ccccc1,-2.7,-1.0,3.5,-0.6,-0.9,-1.1,-3.1,-2.2,-0.1,5.0
O=C(CBr)c1ccc([N+](=O)[O-])c(CS(=O)(=O)c2ccc(Cl)cc2)c1,?,1.2,-5.8,0.0,1.9,-3.1,-5.6,8.1,-3.1,3.5
Cc1nc(-c2ccccc2)sc1C1(C)CC(c2ccc(OC(F)(F)F)cc2)=NO1 (stereo not drawn),-2.0,1.8,24.4,-3.1,4.3,-2.0,-1.8,15.0,-4.1,22.5
Cc1cc(C(=O)Nc2ccccc2C)c2ccccc2n1,?,-3.2,-14.5,-1.3,3.7,1.2,0.9,-2.3,6.9,13.9
C/C(=N\Nc1ccc(S(=O)(=O)Nc2ccc(Cl)cc2)cc1[N+](=O)[O-])c1ccc(N2CCOCC2)cc1,-2.4,-1.4,4.4,2.0,-1.7,6.8,-1.7,8.6,7.4,1.0
O=C(Nc1cccc2cccnc12)c1ccc2sc([C@H]3C[C@H](O)[C@@H](CO)O3)nc2c1,-3.1,.,6.1,0.1,6.9,.,-0.3,18.6,.,.
O=C(NC(Cc1c[nH]c2ccccc12)C(=O)O)OCC1c2ccccc2-c2ccccc21 (stereo not drawn),-4.9,.,14.2,.,-0.6,.,0.2,.,.,.
COc1cc(CN2CCC(C(=O)NCCC(C)C)CC2)ccc1OCc1ccccc1,?,1.9,-15.9,0.8,-0.4,1.5,-3.5,9.8,3.5,9.4
O=[N+]([O-])c1cccnc1NCCNc1ncc(C(F)(F)F)cc1Cl,3.1,1.6,16.9,1.8,-2.2,-3.7,-3.4,-3.4,-1.1,31.6
Nc1nnn(CC(=O)N/N=C/c2cccc(Cl)c2)n1,1.5,-0.8,-6.0,-1.0,-0.1,3.4,0.6,-2.3,-2.7,15.5
Cn1c(NC(=O)/C=C\c2ccccc2)cc(=O)n(C)c1=O,-0.5,-0.6,6.3,.,-4.9,-0.7,-3.9,25.1,-4.4,-8.7
CCOCc1nnc(NC(=O)c2ccc(OC)cc2)s1,3.5,2.9,11.8,-1.0,-9.1,8.6,-0.7,9.7,0.9,13.2
COc1ccc(C2=Nc3ccccc3C2(O)CCN2C(=O)c3ccccc3C2=O)cc1 (stereo not drawn),-6.2,.,5.4,0.6,0.6,.,0.1,28.1,5.6,.
Cc1noc(C)c1S(=O)(=O)Nc1ccc(C(=O)NC2CCCCC2)cc1,-11.1,2.0,9.0,2.9,-11.3,3.3,-1.6,11.2,3.9,5.4
COC(=O)c1ccc(CN2CCCC(C(=O)c3ccccc3OC)C2)cc1 (stereo not drawn),-2.1,0.3,-10.2,1.2,1.2,1.7,-2.3,0.8,1.4,7.4
CCCCc1nnc(NC(=O)c2ccc(N3CCCC3=O)cc2)s1,?,4.4,2.9,-1.7,4.6,2.7,-0.5,3.6,-15.9,.
Cc1ccc(-c2[nH]n3c(=O)c4c(nc3c2C)CCCC4)cc1,0.4,-2.8,-8.1,-2.1,10.2,-2.8,-1.9,2.9,12.8,3.3
O=C(NCC1COc2ccccc2O1)c1cccc(S(=O)(=O)NCc2ccccc2)c1 (stereo not drawn),-3.2,-0.7,2.1,0.7,-1.0,-3.7,-3.7,0.7,4.4,.
COc1ncnc2c1ncn2CCCN[C@H](C)c1cccc2ccccc12,3.2,.,13.1,-1.8,0.1,.,-0.3,2.4,0.8,.
O=C(CSc1nnc(-c2ccccc2)o1)c1ccc2c(c1)OCCO2,-0.9,0.6,3.0,-2.0,4.2,-2.2,-1.8,10.1,9.2,61.3
